EBNA-1 inhibitor – blocks EBNA-1 binding to DNA | actives 0.34% (n = 300,000) | EBNA-1 DNA binding, fluorescence polarization | inhibition, % at 14.8 µM; in the data active = inhibition above about 28%
PAD4 FP inh – blocks human protein arginine deiminase 4; Q9UM07; inhibition, % at 6.36 µM; actives 0.41% (n = 330,000); recombinant PAD4, RCA probe fluorescence polarization; AID 485272;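 active = percent inhibition above a cutoff equal to the mean of all tested compounds plus 3 SD, cut at about 15% in these data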;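 also: 0% = PAD4 with RCA probe and DMSO and 100% = probe without PAD4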
GSTO1 counter – GSTO1 inhibition, counter-screen for RBBP9 inhibitors | recombinant GSTO1, activity-based probe fluorescence polarization | actives 1.1% (n = 300,000) | inhibition, % at 5.96 µM | AID 1974 | P78417;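 active = inhibition above the campaign mean inhibition plus 3 SD, cut at about 35% in these data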;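 also: 0% = GSTO1-1 with DMSO and 100% = wells lacking GSTO1-1 enzyme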
Target sequence (P78417 whole entry, looked up): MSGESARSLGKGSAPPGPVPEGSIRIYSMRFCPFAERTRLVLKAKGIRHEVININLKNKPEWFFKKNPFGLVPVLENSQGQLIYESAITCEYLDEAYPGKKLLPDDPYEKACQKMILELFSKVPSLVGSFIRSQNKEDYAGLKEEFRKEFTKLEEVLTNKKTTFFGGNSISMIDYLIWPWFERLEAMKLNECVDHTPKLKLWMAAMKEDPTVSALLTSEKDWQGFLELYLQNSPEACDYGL
ZTA DNA inh – blocks Epstein-Barr virus ZTA, an EBNA-1 counter-screen | P03206 | ZTA-DNA binding, fluorescence polarization | inhibition, % at 11 µM | actives 0.15% (n = 320,000) | AID 2234; in the data active = inhibition above about 33%
Target sequence (P03206 whole entry, looked up): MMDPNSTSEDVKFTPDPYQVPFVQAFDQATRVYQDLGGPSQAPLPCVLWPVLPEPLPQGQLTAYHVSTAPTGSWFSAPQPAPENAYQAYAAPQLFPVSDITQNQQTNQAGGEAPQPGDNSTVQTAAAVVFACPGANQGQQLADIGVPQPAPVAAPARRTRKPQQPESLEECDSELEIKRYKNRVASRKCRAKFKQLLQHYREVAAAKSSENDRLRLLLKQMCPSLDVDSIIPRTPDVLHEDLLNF
PAFAH1B3 FP inh – blocks human PAF acetylhydrolase 1B catalytic subunit 3; recombinant PAFAH1B3, FP-rhodamine probe, fluorescence polarization; inhibition, % at 3.39 µM; Q15102; AID 492972; actives 0.28% (n = 340,000);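 active = inhibition above the screen-wide average of all tested compounds plus 3 SD, cut at about 25% in these data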;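 also: 0% = enzyme with DMSO only and 100% = wells lacking PAFAH1B3 protein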
Target sequence (Q15102 whole entry, looked up): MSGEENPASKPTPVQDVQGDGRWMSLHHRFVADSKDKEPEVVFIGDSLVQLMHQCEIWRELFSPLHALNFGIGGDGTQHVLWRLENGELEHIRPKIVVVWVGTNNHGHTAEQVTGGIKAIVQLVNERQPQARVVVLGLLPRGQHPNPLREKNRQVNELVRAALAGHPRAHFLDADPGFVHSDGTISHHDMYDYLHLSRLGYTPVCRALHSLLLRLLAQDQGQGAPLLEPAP
LYPLA2 inh – LYPLA2 (human) inhibition in PME1 counter-screen; actives 0.38% (n = 320,000); AID 2177; inhibition, % at 5.9 µM; O95372; recombinant LYPLA2, FP-Rh probe fluorescence polarization;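 active = inhibition above the screen-wide mean plus 3 SD, limit set per campaign, cut at about 26% in these data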;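 also: 0% = LYPLA2 with DMSO and 100% = wells lacking LYPLA2 enzyme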
Target sequence (O95372 whole entry, looked up): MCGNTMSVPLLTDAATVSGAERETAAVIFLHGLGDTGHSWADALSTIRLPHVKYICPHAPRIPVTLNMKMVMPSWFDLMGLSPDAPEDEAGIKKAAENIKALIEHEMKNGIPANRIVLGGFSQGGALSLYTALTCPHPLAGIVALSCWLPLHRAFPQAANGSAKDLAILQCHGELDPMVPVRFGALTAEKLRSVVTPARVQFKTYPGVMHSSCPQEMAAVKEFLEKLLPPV
PAFAH2 FP inh – PAFAH2 (human) inhibition; recombinant PAFAH2, FP-rhodamine activity probe, fluorescence polarization; inhibition, % at 3.39 µM; actives 0.99% (n = 340,000); AID 492956;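 active = inhibition above the mean over all tested compounds plus 3 SD, cut at about 30% in these data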;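 also: inhibitors block probe labeling of enzyme so polarization drops; 0% = enzyme with DMSO and 100% = wells lacking PAFAH2 protein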
LYPLA1 inh – blocks human lysophospholipase 1, a PME1 counter-screen; O75608; AID 2174; inhibition, % at 5.9 µM; actives 0.16% (n = 320,000); recombinant LYPLA1, FP-Rh probe fluorescence polarization;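 active = inhibition above the mean of all tested compounds plus 3 SD, set per campaign, cut at about 14% in these data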;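 also: inhibitors block serine hydrolase probe labeling of LYPLA1 so polarization falls; 0% = enzyme with DMSO and 100% = wells lacking LYPLA1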
PREPL inh – inhibitors of human prolyl oligopeptidase-like enzyme PREPL; inhibition, % at 5.96 µM; AID 2751; actives 0.68% (n = 320,000); recombinant PREPL, fluorescence polarization activity-based probe; Q4J6C6; in the data active = inhibition above about 43%;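 also: 0% = enzyme with DMSO and 100% = wells lacking enzyme; many of its hits are not listed in these tables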
Numbers without * were called inactive; . = not tested or not shown.

SMILES | ZTA DNA inh | PAD4 FP inh | PAFAH1B3 FP inh | LYPLA2 inh | LYPLA1 inh | EBNA-1 inhibitor | PREPL inh | GSTO1 counter | PAFAH2 FP inh
OCC#CC[N+]1(CC#Cc2ccccc2)CCOCC1 | 12 | -6 | 7 | 4 | 4 | 8 | 4 | 0 | -1
Cn1c(C(=O)O)c(CC(=O)N2CCN(Cc3ccccc3)CC2)c2ccccc21 | -19 | 4 | 4 | 3 | 2 | -4 | -6 | -9 | 0
COc1cc(C2SCC(=O)Nc3c2c(C)nn3-c2ccccc2)cc(OC)c1OC (configuration not stated) | -13 | -3 | 0 | 5 | 0 | 3 | 2 | -3 | 5
NCCc1ccc(S(=O)(=O)F)cc1 | 9 | 2 | -3 | 5 | 1 | 4 | -5 | 2 | 86*
CC(Cc1ccccc1)NC(=O)NC(C)Cc1ccccc1 (configuration not stated) | 6 | -11 | 12 | 2 | 1 | -8 | 8 | -2 | 12
COc1cc(/C=C2\C(=O)NC(=O)N(c3ccccc3)C2=O)cc(OC)c1O | 4 | -1 | 10 | -4 | 1 | 0 | 2 | 12 | -1
O=C(Cn1ncn2c(cc3cc(F)ccc32)c1=O)N1CCC2(CC1)OCCO2 | 9 | -4 | 6 | -3 | -1 | 4 | 4 | -3 | 1
O=C(N/N=C/c1c(O)n(C2CCCCC2)c(=S)[nH]c1=O)c1ccccc1 | -7 | -8 | 19 | -16 | -6 | -10 | -3 | -33 | 6
O=c1[nH]c(=S)n(-c2ccc(F)cc2)c(O)c1/C=N/N1CCOCC1 | -7 | -13 | 8 | 2 | 1 | -10 | 1 | -11 | 1
O=c1c2ccccc2nc(-c2ccccc2)n1-c1cccc(O)c1 | -1 | -5 | 7 | -2 | 2 | 0 | 22 | -5 | 0
COP(=O)(C#Cc1ccccc1)C(O)c1ccc(Br)cc1 (configuration not stated) | 0 | 2 | 3 | -2 | 2 | -9 | 9 | -4 | -1
CC(C)c1ccc(O)c(CN2CCN(c3ccccc3)CC2)c1 | -9 | 0 | 9 | 0 | -5 | 0 | 4 | -5 | 13
C[C@]12CC[C@@H](O)C[C@H]1CC[C@@H]1[C@@H]2CC[C@]2(C)C(=O)CC[C@@H]12 | 7 | 1 | -5 | 2 | -2 | 7 | -8 | 7 | 5
CC(C)(C#CC(=O)O)OOC(c1ccccc1)(c1ccccc1)c1ccccc1 | 2 | -1 | 14 | -4 | -4 | 21 | 9 | -2 | 5
CCC(=O)Nc1ccc(N2CCN(CC)CC2)c(Cl)c1 | -2 | 2 | 2 | -1 | 0 | -21 | 15 | -2 | 1
CC1CCN(CC(=O)c2cccc(C(F)(F)F)c2)CC1 | -6 | -6 | 6 | -3 | -5 | -11 | 19 | -3 | 6
Cc1nc2ccccc2c(=O)n1-c1ccc(-c2ccccc2)cc1 | -8 | 3 | 10 | 3 | 0 | -7 | -5 | -5 | -4
CCN(CC)c1ccc(CC2C(=O)N(C)C(=O)N(C)C2=O)cc1 | -3 | -2 | -45 | -18 | -12 | 5 | -1 | 14 | -47
COc1ccc(-n2c(C)cc(C(=O)C[N+]34CCN(CC3)CC4)c2C)cc1 | 16 | 2 | 5 | 6 | 0 | 9 | 7 | -1 | -7
C[C@]12CCC3C(CC[C@H]4C[C@H](O)CC[C@]34C)C1CCC2=O (some centres not stated) | . | -3 | 2 | . | . | . | 0 | . | 0
O=C1CC(c2ccccc2)CN1 (configuration not stated) | -2 | -1 | 4 | 5 | -2 | 1 | 3 | 8 | 4
CC(C)CCNC(=O)c1c(N)n(CC2CCCO2)c2nc3ccccc3nc12 (configuration not stated) | 0 | -17 | 6 | 8 | 0 | 9 | 9 | 54* | 5
O=C(O)C12C3CCCC1C32c1ccccc1 (configuration not stated) | 3 | -5 | 1 | -5 | -3 | 0 | -13 | 0 | 6
CCOC(=O)C1=C(N)Oc2cc(C)oc(=O)c2C12C(=O)N1c3c(cccc32)C(C)CC1(C)C (configuration not stated) | -10 | -1 | -3 | 3 | 1 | 2 | 15 | 4 | -6
Cc1cc(/C=C2\C(=O)NC(=S)N(C)C2=O)c(C)n1C1CCCCC1 | -9 | -4 | -4 | -5 | -2 | 2 | 1 | 1 | 10
CCn1c(O)c(C=Nc2ccc(S(N)(=O)=O)cc2)c(=O)[nH]c1=S | 9 | -9 | -110 | -10 | -6 | 11 | -3 | -1 | -57
Fc1ccc(CNCCc2ccc3c(c2)OCO3)cc1 | 6 | 2 | 6 | 3 | 1 | -10 | -22 | 7 | 1
CC(=NCCCn1ccnc1)c1c(O)n(C)c(=O)n(C)c1=O | -3 | -1 | 1 | 2 | -2 | -3 | 4 | -1 | 2
CC(C)(C)c1ccc(O)c(N=Cc2c(O)ccc3ccccc23)c1 | 3 | -6 | 15 | -3 | -2 | 0 | 10 | 69* | 20
Cc1ccc(/C=C2\C(=O)NC(=S)N(c3ccccc3F)C2=O)s1 | 8 | -11 | -67 | -15 | -8 | 0 | -9 | -109 | -2

Three of the compounds above, field by field:
COP(=O)(C#Cc1ccccc1)C(O)c1ccc(Br)cc1 (configuration not stated)
  ZTA DNA inh = 0
  PAD4 FP inh = 2
  PAFAH1B3 FP inh = 3
  LYPLA2 inh = -2
  LYPLA1 inh = 2
  EBNA-1 inhibitor = -9
  PREPL inh = 9
  GSTO1 counter = -4
  PAFAH2 FP inh = -1
CC(C)c1ccc(O)c(CN2CCN(c3ccccc3)CC2)c1
  ZTA DNA inh = -9
  PAD4 FP inh = 0
  PAFAH1B3 FP inh = 9
  LYPLA2 inh = 0
  LYPLA1 inh = -5
  EBNA-1 inhibitor = 0
  PREPL inh = 4
  GSTO1 counter = -5
  PAFAH2 FP inh = 13
C[C@]12CC[C@@H](O)C[C@H]1CC[C@@H]1[C@@H]2CC[C@]2(C)C(=O)CC[C@@H]12
  ZTA DNA inh = 7
  PAD4 FP inh = 1
  PAFAH1B3 FP inh = -5
  LYPLA2 inh = 2
  LYPLA1 inh = -2
  EBNA-1 inhibitor = 7
  PREPL inh = -8
  GSTO1 counter = 7
  PAFAH2 FP inh = 5

Next section:
SMILES | ZTA DNA inh | PAD4 FP inh | PAFAH1B3 FP inh | LYPLA2 inh | LYPLA1 inh | EBNA-1 inhibitor | PREPL inh | GSTO1 counter | PAFAH2 FP inh
CC(NC(=O)Cc1cccc2ccccc12)C(=O)N1CCC(=O)CC1 (configuration not stated) | -13 | -2 | -8 | 2 | 0 | -13 | 19 | 9 | 3
O=C(Cc1ccccc1)Oc1cccc(N2C(=O)CCC2=O)c1 | -6 | -3 | 3 | 1 | 1 | -17 | -6 | 4 | 1
CN(C(=O)Oc1ccc(C(=O)c2ccc(Cl)cc2)cc1)c1ccccc1 | -7 | -1 | 2 | 3 | 1 | 0 | 0 | -2 | -6
CN1C(=O)C(=Cc2ccccc2OCc2ccc(C(=O)O)cc2)C(=O)N(C)C1=O | -3 | 1 | 2 | -3 | -6 | 1 | 3 | -3 | 3
O=C(Cc1ccccc1)N1CCN(Cc2ccc(F)cc2)CC1 | 18 | -2 | 2 | -2 | 0 | -2 | -5 | 4 | 3
Cc1cc(OCC(=O)NCc2ccc(S(N)(=O)=O)cc2)c2c3c(c(=O)oc2c1)CCC3 | 11 | -1 | 0 | -10 | 2 | 16 | -2 | -3 | -2
COC(=O)C1=C(c2cc3ccccc3s2)C[C@@H]2CC[C@H]1N2C(=O)NCCS(C)=O (some centres not stated) | -23 | -12 | 4 | 8 | 0 | 2 | 6 | 0 | -1
CCCCCCn1c(O)c(/C=N/N2CCCCCC2)c(=O)[nH]c1=O | -2 | 1 | 0 | 1 | -2 | -1 | 22 | -6 | -5
CCOc1cccc(=NC2CCCCC2)c2c(C)[nH]c(C)c12 | -4 | -5 | 6 | 7 | 1 | 1 | 52* | 9 | -3
Cc1nn(-c2ccccc2)c(Cl)c1C1C(C#N)=C(N)Oc2c1c(=O)oc1ccccc21 (configuration not stated) | -3 | -4 | 0 | -12 | -2 | -11 | 13 | -9 | 16
CCC(=O)N1c2ccc(S(=O)(=O)CCC(=O)N3CCC4(CC3)OCCO4)cc2CC1C (configuration not stated) | -10 | 2 | 1 | 0 | 0 | -10 | 25 | 7 | 1
COC(=O)C1=C(c2ccc(F)cc2OCc2ccccc2)C[C@@H]2CC[C@H]1N2C(=O)NC1CCCCC1 | 2 | -2 | 3 | 4 | 0 | . | 2 | . | 4
COc1ccc(C2CC(c3c(O)n(CCc4ccccc4)c(=O)[nH]c3=O)=NN2)cc1OC (configuration not stated) | 7 | 1 | 11 | 1 | 0 | 2 | 8 | 6 | 9
CC(C)C[C@H](NP(=O)(O)O[C@@H]1O[C@@H](C)[C@H](O)[C@@H](O)[C@H]1O)C(=O)N[C@@H](Cc1c[nH]c2ccccc12)C(=O)O | 6 | -2 | -2 | -5 | 0 | -6 | -2 | 1 | 9
O=c1cc(C(F)(F)F)c2cc3c4c(c2o1)CCCN4CCC3 | 2 | 35* | 18 | 17 | 18* | 2 | 56* | 14 | 12
CC(C)Oc1cc(-n2c(=S)[nH]c3ccccc3c2=O)c(Cl)cc1Cl | 9 | -3 | 4 | 0 | -4 | 1 | 7 | -9 | 0
CN1CCC(O)(c2cccs2)C(C(=O)c2cccs2)C1 (configuration not stated) | 1 | -2 | 8 | 8 | -1 | -1 | 5 | -3 | 1
COc1ccc(OC)c([C@@H](O)[C@H](C)NC(C)(C)C)c1 | -20 | 2 | 0 | 8 | 3 | -9 | 13 | 5 | -2
CCn1cc(C(=O)c2cccs2)c2ccccc21 | 2 | -3 | -4 | 4 | -1 | -8 | 3 | -5 | -1
Oc1ccc(Cl)cc1CN1CCN(Cc2ccccc2)CC1 | 12 | 1 | 1 | -6 | -2 | 3 | -7 | -1 | 11
CCc1ccc(N2C(=O)NC(=O)/C(=C\c3cc(C)n(-c4cc(C(=O)O)cc(C(=O)O)c4)c3C)C2=O)cc1 | 37* | -11 | -2 | -5 | -2 | -7 | -9 | 5 | -1
COc1cccc(/C=C2\N=C(c3cncc(Br)c3)OC2=O)c1 | 15 | 1 | 4 | 9 | 0 | -4 | 1 | 4 | 9
O=c1[nH]c(=O)n(Cc2ccc(F)cc2)c(O)c1C=NCCCO | -3 | 1 | 4 | -2 | -1 | 8 | -3 | 4 | -11
O=C1C2CCCN2C(c2cccnc2)N1c1cccc(Cl)c1 (configuration not stated) | -1 | -4 | 0 | -1 | -2 | 5 | 2 | 3 | -1
CC(=O)Nc1ccc(OCCF)cc1 | -15 | -4 | 5 | -6 | 2 | -2 | -4 | 7 | 2
O=C(CNC(=O)c1ccc(Cl)cc1)Nc1ccc(Br)cc1C(=O)c1ccccc1 | -7 | -3 | -4 | -10 | -10 | -2 | 16 | 0 | 1
CCOP(=S)(OCC)Oc1cc(C)oc(=O)c1Cl | 2 | -16 | 2 | 2 | 2 | -16 | 7 | -5 | 7
N#Cc1ccc(NC(=O)CCNC(=O)c2ccco2)cc1Cl | 16 | -4 | -1 | 1 | 2 | 16 | -12 | -1 | -13
Cc1cc(N2CCOCC2)ccc1/C=C1\C(=O)NC(=O)N(c2ccccc2)C1=O | -2 | 1 | 1 | -1 | -1 | -7 | -7 | 12 | -4
CC(=O)c1cc(C(C)=O)c(C)[n+](C)c1C | 8 | -1 | 8 | 3 | -1 | 4 | 3 | 13 | -1
O=C(C1CCC(=O)N1C1CCCC1)N1CCC2(CC1)OCCO2 (configuration not stated) | 8 | 4 | 4 | 10 | 3 | -2 | 7 | 2 | -1
COc1ccc(Cn2c(O)c(/C=N/NC(=O)c3ccncc3)c(=O)[nH]c2=O)cc1 | -7 | 0 | 10 | 2 | 4 | -5 | 2 | -3 | 7
COc1cc(C)cc2oc(=O)c(CC(=O)N3C[C@H]4C[C@@H](C3)c3cccc(=O)n3C4)c(C)c12 | -3 | 0 | 8 | 14 | 8 | 2 | 25 | 7 | 4

Compound activity from PubChem.

These rows are one share of the data; rates above refer to the full screens.
